Screening results from PubChem.
A350 autofl = A350 region autofluorescence; Compound autofluorescence, 340/450 nm, Alexa 350 dye-equivalents; hits give high values; 59,000 tested, 11% active; max dye-equivalent concentration, M; AID 590; in the data active = max dye-equivalent concentration above about 10 nM; inconclusive = mostly about 1.1 nM to 9.6 nM
HEK293 cAMP ctrl = raises cAMP in parental HEK293 cells, TSHR agonist counter-screen; 73,000 tested, 2.5% active; Potency, µM (doses to about 57.1 µM), for the others: at the top dose activation, actives largely listed as activators; parental HEK293 CNG cAMP sensor, membrane potential fluorescence; also: potency is read from the fitted curve at half-maximal effect; % of control where 0% means no effect; nearly all actives have a fitted effect of over 55% in size
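Counterscreen for endogenous-receptor signalling: CNG-channel HEK 293 cells report cAMP rise by membrane depolarization. After 60 min dye equilibration with 100 uM RO 20-1724, compounds incubated 30 min before bottom-read fluorescence at 590 nm.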
Caspase-1 inhib = caspase-1 (human) inhibition, allosteric or competitive. P29466. Caspase-1 enzyme, Ac-WEHD-AFC fluorogenic rate. Potency, µM (doses to about 57.5 µM), for the others: at the highest dose activity change, negative = inhibition, actives largely listed as inhibitors. 75,000 tested, 0.03% active. AID 900;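 also: potency is read from the fitted curve at half-maximal effect; plate controls were vehicle for no effect and no substrate for full effect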
BRCT PPI green = inhibitors of human BRCA1 BRCT-phosphoprotein interaction (green fluorophore). BRCA1 BRCT-phosphopeptide binding, green fluorescence polarization. P38398. Potency, µM (titrated, usually from 76.9 µM), without a hit: at the top dose activity change, negative = inhibition, actives largely listed as inhibitors. 75,000 tested, 0.05% active. AID 875;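 also: potency is read from the fitted curve at half-maximal effect; plate controls were peptide without protein for full effect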
Target sequence (P38398 whole entry, looked up): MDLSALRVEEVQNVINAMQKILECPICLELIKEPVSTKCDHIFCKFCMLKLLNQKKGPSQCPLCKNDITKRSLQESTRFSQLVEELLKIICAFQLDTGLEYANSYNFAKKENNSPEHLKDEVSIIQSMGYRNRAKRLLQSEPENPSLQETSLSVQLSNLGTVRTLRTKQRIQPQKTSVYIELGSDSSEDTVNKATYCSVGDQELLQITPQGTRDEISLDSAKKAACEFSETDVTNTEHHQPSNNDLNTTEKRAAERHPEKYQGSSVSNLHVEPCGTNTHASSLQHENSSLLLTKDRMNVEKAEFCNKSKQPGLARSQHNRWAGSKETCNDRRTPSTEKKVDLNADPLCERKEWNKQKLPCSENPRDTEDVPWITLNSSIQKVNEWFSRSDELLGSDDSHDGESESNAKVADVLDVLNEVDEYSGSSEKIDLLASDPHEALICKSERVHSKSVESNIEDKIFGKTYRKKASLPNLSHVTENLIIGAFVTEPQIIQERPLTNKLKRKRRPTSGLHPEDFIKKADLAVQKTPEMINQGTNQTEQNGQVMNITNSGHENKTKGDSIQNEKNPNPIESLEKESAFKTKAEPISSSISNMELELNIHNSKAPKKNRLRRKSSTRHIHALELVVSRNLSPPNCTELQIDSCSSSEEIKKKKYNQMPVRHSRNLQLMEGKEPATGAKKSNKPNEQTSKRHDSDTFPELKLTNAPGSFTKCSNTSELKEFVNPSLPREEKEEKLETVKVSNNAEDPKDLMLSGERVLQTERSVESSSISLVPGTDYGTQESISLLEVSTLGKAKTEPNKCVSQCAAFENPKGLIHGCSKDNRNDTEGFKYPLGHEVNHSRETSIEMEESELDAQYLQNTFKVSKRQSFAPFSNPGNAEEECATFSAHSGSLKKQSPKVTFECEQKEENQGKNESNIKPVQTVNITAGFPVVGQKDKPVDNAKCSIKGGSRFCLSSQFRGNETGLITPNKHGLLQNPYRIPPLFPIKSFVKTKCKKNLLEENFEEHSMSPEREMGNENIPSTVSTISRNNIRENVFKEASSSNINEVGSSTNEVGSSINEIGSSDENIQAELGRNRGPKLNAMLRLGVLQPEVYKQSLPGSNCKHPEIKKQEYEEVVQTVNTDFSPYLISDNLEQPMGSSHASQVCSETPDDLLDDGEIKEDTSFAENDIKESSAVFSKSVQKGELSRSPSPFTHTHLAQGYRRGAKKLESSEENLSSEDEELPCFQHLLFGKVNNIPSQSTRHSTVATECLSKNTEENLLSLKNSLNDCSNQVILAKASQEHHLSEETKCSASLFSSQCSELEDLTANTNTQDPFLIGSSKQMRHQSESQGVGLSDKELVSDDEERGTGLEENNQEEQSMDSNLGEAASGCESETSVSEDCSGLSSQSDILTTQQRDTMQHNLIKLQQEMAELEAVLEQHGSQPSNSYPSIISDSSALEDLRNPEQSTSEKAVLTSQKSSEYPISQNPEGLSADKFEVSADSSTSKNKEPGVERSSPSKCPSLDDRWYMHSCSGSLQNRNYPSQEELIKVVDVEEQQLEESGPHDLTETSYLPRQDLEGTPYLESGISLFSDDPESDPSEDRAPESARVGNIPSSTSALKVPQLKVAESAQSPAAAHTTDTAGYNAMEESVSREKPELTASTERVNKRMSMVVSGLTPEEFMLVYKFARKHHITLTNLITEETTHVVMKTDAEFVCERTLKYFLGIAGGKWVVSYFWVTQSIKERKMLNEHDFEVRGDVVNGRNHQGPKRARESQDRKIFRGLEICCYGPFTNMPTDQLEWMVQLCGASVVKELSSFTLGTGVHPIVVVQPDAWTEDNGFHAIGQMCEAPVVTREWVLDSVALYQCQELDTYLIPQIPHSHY
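Compounds were incubated for 12 min at room temperature with a complex of 100 nM fluorescein-tagged pBACH1 decapeptide and 250 nM His-tagged BRCT protein. Buffer was phosphate pH 7.3 with EDTA, DTT and Tween 20. Disruption of binding lowers the polarization signal.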
Ub-GFP proteasome = ubiquitin-GFP accumulation via proteasome inhibition; Ubiquitin-GFP reporter cells, proteasome inhibition, GFP fluorescence; response scale: untreated = 0%, 10 µM MG-132 = 100%; Potency, µM (highest dose often 45.9 µM), without a hit: at the highest dose activation (GFP accumulation), hits mostly activators; 67,000 tested, under 10 active; AID 526; active = well fitted activation curve with a large enough effect, not every such curve was filed as active; inconclusive = small, poorly fitted or top-dose-only effect, or another doubt; inactive = no such curve, though single readings can be large or run the other way; also: potency is read from the fitted curve at half-maximal effect
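U2OS cells expressing ubiquitin(G76V)-GFP, seeded overnight in 0.5% FBS medium, then treated 4 hr at 37 C across 46 uM to 2.9 nM. GFP-positive cells counted by laser cytometry (488 ex/515 em); %activity scaled between basal and 10 uM MG-132.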
Fluorescein fluor = fluorescein region autofluorescence; max fluorescein-equivalent concentration, M; Compound autofluorescence, 480/540 nm, fluorescein-equivalent; hits give high values; 59,000 tested, 0.91% active; AID 593; in the data active = max fluorescein-equivalent concentration above about 10 nM; inconclusive = between about 1.1 nM and that limit
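Normalized response (dye-equivalent concentration) derives from comparing each well's 540 nm emission, under 480 nm excitation, with plate-resident fluorescein standards. Compounds were held in 100 mM Tris, pH 8.0, for 15 min at room temperature.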
Caspase-7 inhib = allosteric or competitive inhibitors of human caspase-7; 75,000 tested, 0.02% active; P55210; recombinant caspase-7, Ac-DEVD-AFC fluorescence rate; Potency, µM (top dose mostly 57.5 µM), for inactives: at the top dose activity change, negative = inhibition, hits mostly inhibitors; AID 889; active = well fitted inhibition curve with a large enough effect in the main read-out, with a control signal flat, not every such curve was filed as active; inconclusive = small, poorly fitted or top-dose-only effect, or a change in a side signal; also: potency is read from the fitted curve at half-maximal effect; % of control where 0% means no effect
BRCT PPI red = disrupts BRCA1 BRCT binding to phosphoprotein, red fluorophore readout; P38398; BRCT-phosphopeptide binding, red fluorescence polarization; Potency, µM (top dose mostly 76.9 µM), for the others: top-dose activity change, negative = inhibition, usual class: inhibitors; 75,000 tested, 0.03% active; also: % is scaled to controls: 0 for no effect and ±100 for the full control effect
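Fluorescence polarization: 100 nM His-tagged BRCA1 BRCT with 100 nM TAMRA-labelled phospho-BACH1 decapeptide, phosphate buffer pH 7.3 with 150 mM NaCl, DTT, 0.01% Tween 20; 12 min RT. Binding inhibition seen as FP decrease.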
4-MU autofl = compounds fluorescent in 4-MU spectral region; compound autofluorescence, 340/450 nm, 4-MU equivalents; hits give high values; max dye-equivalent concentration, M; 59,000 tested, 11% active; AID 589; in the data active = max dye-equivalent concentration above about 10 nM; inconclusive = mostly about 1.1 nM to 9.6 nM
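Intrinsic fluorescence at 340/450 nm (ex/em) was read after 15 min at room temperature in pH 8.0, 100 mM Tris. Each compound concentration expressed as 4-MU-equivalent concentration from a six-point 4-MU standard series on each plate.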
GFP derepression = epigenetic GFP locus derepression in mouse cells | mouse C127i GFP locus derepression, cytometry, 30 h | Potency, µM (series often up to 46.1 µM), without a hit: top-dose GFP derepression (activation) | 68,000 tested, 0.09% active | AID 597; also: % of control where 0% means no effect
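Locus derepression in mouse mammary C127i cells whose integrated CMV-GFP reporter is normally silent; GFP expression after 30 h compound treatment was quantified by counting fluorescent cells.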
USP2a inhib = blocks human ubiquitin-specific protease USP2a. USP2a enzymatic assay, qHTS inhibition. Potency, µM (doses to about 38.3 µM), for inactives: at the highest dose activity change, negative = inhibition, most hits filed as inhibitors. 60,000 tested, 0.1% active. AID 927;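 also: potency is read from the fitted curve at half-maximal effect; nearly all actives have a fitted effect of over 60% in size; plate controls were DMSO for no effect and NEM full inhibition control for full effect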
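USP2 core (20nM final) preincubated 30 min RT with compound, then Ub-PLA2 20nM and NBD C6-HPC 20uM final added; buffer 20mM Tris-HCl pH 8.0, 2mM CaCl2. Fluorescence Ex 460/Em 535 read at 0 and 2.5 h; normalized to NEM.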
* marks the source's active call; other numbers are inactive results; i = inactive; ? = inconclusive; / = no result given; [ ] = dose if it differs, or a comment. Unless noted, calls follow the shape of the dose curve; as a rule, active = well fitted curve in the direction sought with a large enough effect; inconclusive = small, poorly fitted or top-dose-only effect, or another doubt; inactive = no such curve, though single readings can be large; an effect the other way counts as inactive or inconclusive.

(1) COc1cccc(OC)c1C(=O)NC1C(=O)N2C1SC(C)(C)C2C(=O)O (stereo not drawn)
(2) COc1ccccc1NC(=O)CCC(=O)Nc1ccccc1OC
(3) CCC(=O)Nc1cc(C)c(NC(=O)c2ccco2)cn1
(4) CCOC(=O)C1Cn2c(nc3c(c2=O)C(C)(CC)Cc2ccccc2-3)S1 (stereo not drawn)
(5) CCOC(=O)c1[nH]c(C)c(C(=O)NCC2CCCO2)c1C (stereo not drawn)
(6) CCOC(=O)Cn1nnnc1CN(Cc1ccc(OC)cc1)Cc1cc2cc(C)ccc2[nH]c1=O
(7) CCn1cc(C(=O)NCc2ccccc2OC)c(=O)c2ccc(C)nc21
(8) COc1ccc(S(=O)(=O)Nc2ccccc2C(=O)NCc2ccco2)cc1Br
(9) Cc1ccc(S(=O)(=O)NC(CC(=O)O)c2ccco2)cc1 (stereo not drawn)
(10) O=C(NC1CC2CCC1C2)c1ccc(CN2CCOCC2)cc1 (stereo not drawn)
Compound	1	2	3	4	5	6	7	8	9	10
A350 autofl	/	i	i	/	i	?	i	i	?	i
HEK293 cAMP ctrl	/	0%	-6%	16%	8%	27%	10%	4%	3%	10%
Caspase-1 inhib	-4%	0%	1%	-5%	0%	?	-2%	-3%	-3%	-1%
BRCT PPI green	6.6%[3.08 µM]	-0.7%	-4.4%	0.0%	-0.8%	0.2%	-0.7%	0.4%	3.8%	0.3%
Ub-GFP proteasome	/	-5%	1%	4%	-8%	0%	-1%	-1%	0%	0%
Fluorescein fluor	/	i	i	/	i	i	i	i	i	i
Caspase-7 inhib	-4%	2%	4%	-2%	0%	-27%	2%	-1%	0%	-1%
BRCT PPI red	13%	-0.9%	0.7%	1.6%	-1.3%	-0.2%	0.5%	0.2%	-0.6%	-0.5%
4-MU autofl	/	i	i	/	i	?	i	i	?	i
GFP derepression	/	0%	0%	2%	-3%	0%	0%	0%	0%	0%
USP2a inhib	-6%	-2%	/	-8%	-29%	37%[activator]	-1%	-2%	-7%	1%

Molecules listed so far with a COOH group (two):
(1) COc1cccc(OC)c1C(=O)NC1C(=O)N2C1SC(C)(C)C2C(=O)O (stereo not drawn)
(9) Cc1ccc(S(=O)(=O)NC(CC(=O)O)c2ccco2)cc1 (stereo not drawn)
Compound	1	9
A350 autofl	/	?
HEK293 cAMP ctrl	/	3%
Caspase-1 inhib	-4%	-3%
BRCT PPI green	6.6%[3.08 µM]	3.8%
Ub-GFP proteasome	/	0%
Fluorescein fluor	/	i
Caspase-7 inhib	-4%	0%
BRCT PPI red	13%	-0.6%
4-MU autofl	/	?
GFP derepression	/	0%
USP2a inhib	-6%	-7%

(list continues)
(11) O=C(O)Cc1csc2ccccc12
(12) COC(=O)C1=C(C(=O)c2ccccc2)C(c2ccc(O)c(OC)c2)n2nnnc2N1 (stereo not drawn)
(13) O=C(Nc1nc(-c2cccs2)cs1)c1cccc(S(=O)(=O)N2CCCCC2)c1
(14) CN(C)c1ccc(-c2nccc(NCCN3CCOCC3)n2)cc1
(15) CC1(c2ccc(Cl)cc2)NC(=O)N(CC(=O)N2CCCC2)C1=O (stereo not drawn)
(16) CCOC(=O)N1CCC(Nc2ncnc3c2cnn3-c2ccc(Cl)cc2)CC1
(17) O=C(NCCc1ccccc1)c1ccc2c(c1)N(Cc1ccccc1)C(=O)CS2=O (stereo not drawn)
(18) Cc1onc(-c2ccccc2Cl)c1C(=O)NC1CCS(=O)(=O)C1 (stereo not drawn)
(19) Cn1c(Cn2c(=O)sc3ccccc32)nnc1SCC(=O)NCc1ccc(F)cc1
(20) C#CCN1C(C)=C(C(=O)OC)[C@@H](c2cccc([N+](=O)[O-])c2)C(C(=O)OCC)=C1C
Compound	11	12	13	14	15	16	17	18	19	20
A350 autofl	i	i	2.8e-08M*	1e-07M*	i	i	/	/	/	?
HEK293 cAMP ctrl	16%	-2%	25%	-3%	2%	-7%	8%	6%	-3%	8%
Caspase-1 inhib	0%	-2%	-3%	-16%	0%	1%	-3%	4%	1%	-2%
BRCT PPI green	-4.7%	-0.1%	0.3%	-4.5%	0.2%	-5.0%	-0.8%	-3.7%	-1.9%	-2.5%
Ub-GFP proteasome	5%	-6%	-5%	6%	20%	3%	10%	7%	-9%	0%
Fluorescein fluor	i	i	?	?	i	i	/	/	/	i
Caspase-7 inhib	0%	-4%	-7%	-29%	2%	2%	-2%	0%	-1%	-2%
BRCT PPI red	-0.6%	-0.2%	0.0%	-0.6%	0.2%	-0.1%	-0.8%	0.2%	0.2%	1.2%
4-MU autofl	i	i	2e-08M*	9.5e-08M*	i	i	/	/	/	?
GFP derepression	0%	6%	-3%	0%[9.22 µM]	1%	0%	-3%	2%	0%	-2%
USP2a inhib	5%	3%	53%[activator]	-3%	-12%	3%	/	/	/	-13%

(21) O=C(CCS(=O)(=O)c1cccc2nsnc12)NCc1ccccc1
(22) CC(C)NC[C@@H](O)COc1ccc(COCCOC(C)C)cc1
(23) CCCCC(=O)Nc1nn(C)c2nc3c(C)cccc3cc12
(24) COc1cccc(Cn2c(=O)c(-c3ccc(F)cc3)nc3cncnc32)c1
(25) CN1CCN(C(=O)c2cc(Cl)ccc2Cl)CC1
(26) Cc1sc(NC(=O)c2ccco2)nc1-c1ccc2c(c1)CC(C)N2C(=O)C1CC1 (stereo not drawn)
(27) O=C(O)C1CCN(c2ncnc3ccc(-c4ccccc4C(F)(F)F)cc23)CC1
(28) c1ccc2c(c1)nc1n2CN(Cc2ccc3c(c2)OCO3)CN1
(29) CC(C)CNS(=O)(=O)c1ccc(CCC(=O)NCC2CCCO2)cc1 (stereo not drawn)
(30) CC1=CC(C)(C)N=C(Nc2ccc(C)cc2)S1
Compound	21	22	23	24	25	26	27	28	29	30
A350 autofl	i	i	3.2e-08M*	i	/	i	i	i	?	i
HEK293 cAMP ctrl	1%	10%	8%	25%	32µM*	15%	-13%	13%	3%	?
Caspase-1 inhib	2%	-2%	?	-3%	-2%	-6%	1%	-2%	1%	3%
BRCT PPI green	-1.1%	1.8%	-3.7%	-0.5%	0.1%	1.6%	0.9%	-1.6%	-0.7%	-2.9%
Ub-GFP proteasome	-2%	-2%	13%	2%	-15%	0%	-6%	0%	1%	0%
Fluorescein fluor	i	?	i	?	/	i	i	?	i	i
Caspase-7 inhib	3%	2%	?	-7%	1%	-2%	-1%	0%	0%	-1%
BRCT PPI red	-0.5%	-1.1%	0.0%	-0.3%	-0.7%	-1.8%	-0.7%	0.4%	-1.0%	-2.0%
4-MU autofl	i	i	1.1e-07M*	i	/	i	i	i	i	i
GFP derepression	0%	-1%	-2%	0%[9.22 µM]	0%	0%	-2%[9.22 µM]	-1%	-5%	2%
USP2a inhib	5%	2%[17.1 µM]	3%	8%	2%	18%	-14%	17%	6%	-1%

(31) COc1ccccc1N1CCN(C(=O)CSc2nc(-c3ccccc3)cc(=O)[nH]2)CC1
(32) COCC(=O)N1CCC2(CC1)CCN(C(=O)Nc1cccc(F)c1)CC2
(33) CCOC(=O)c1cnn(-c2cc(C)c3cc(C)cc(C)c3n2)c1N
(34) O=C1C(C=NCCCN2CCCC2=O)=C(O)c2ccccc21
(35) CC(=O)Nc1nc(=S)ss1
(36) Cc1occc1C(=O)N1CCN(Cc2ccccc2)CC1
(37) Cc1cc2sc(C)[n+](CCCOS(=O)(=O)O)c2cc1C
(38) COC(=O)c1ccccc1NC(=O)CSc1nnc(Cc2ccc(Cl)cc2)o1
(39) COc1cccc(N(CC(=O)O)S(=O)(=O)c2ccccc2)c1
(40) O=S1(=O)c2cccc3cccc(c23)N1Cc1ccc(-c2nnco2)cc1
(41) c1ccc(-n2nnnc2Oc2ccc(-n3ccnc3)cc2)cc1
Compound	31	32	33	34	35	36	37	38	39	40	41
A350 autofl	i	i	?	i	i	/	i	i	i	1.4e-07M*	i
HEK293 cAMP ctrl	16%	-6%	-1%	8%	6%	1%	5%[11.4 µM]	?	3%	?	3%
Caspase-1 inhib	-1%	-2%	0%	-5%	0%	-6%	-4%[11.5 µM]	-2%	1%	-4%	1%
BRCT PPI green	0.6%	-1.3%	-6.7%	-2.8%	-1.3%	0.3%	-2.0%[15.4 µM]	0.1%	-1.4%	4.2%	-2.8%
Ub-GFP proteasome	-4%	-5%	8%	-4%	2%	-3%	0%[9.17 µM]	6%	3%	1%	-4%
Fluorescein fluor	i	i	?	i	i	/	i	?	i	?	i
Caspase-7 inhib	-4%	0%	0%	-1%	1%	-10%	-1%[11.5 µM]	0%	-1%	-6%	1%
BRCT PPI red	-0.4%	0.1%	-0.9%	-1.5%	2.0%	3.4%	-0.7%[15.4 µM]	-4.1%	0.4%	1.8%	0.7%
4-MU autofl	i	i	i	i	i	/	i	i	i	1.1e-07M*	i
GFP derepression	-5%	4%[9.22 µM]	1%	3%	1%	-2%	4%[9.22 µM]	0%	-1%	-2%	0%
USP2a inhib	25%	4%	4%	-1%	-1%	/	/	5%	-2%	34%[activator]	10%

A portion of the library; rates above refer to the full screens.
